KCNQ1 pot: potentiators or activators of KCNQ1 channel, primary screen, cell-based, thallium flux, high-throughput; CHO-K1 KCNQ1, thallium flux FluxOR fluorescence; hits give high values; B-score at 10 µM; 0.35% of 310,000 active;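 active = fluorescence ratio B-score, a plate-corrected score, at least three library SD, with initial intensity B-score within 5 SD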
Target sequence (P51787 whole entry, looked up): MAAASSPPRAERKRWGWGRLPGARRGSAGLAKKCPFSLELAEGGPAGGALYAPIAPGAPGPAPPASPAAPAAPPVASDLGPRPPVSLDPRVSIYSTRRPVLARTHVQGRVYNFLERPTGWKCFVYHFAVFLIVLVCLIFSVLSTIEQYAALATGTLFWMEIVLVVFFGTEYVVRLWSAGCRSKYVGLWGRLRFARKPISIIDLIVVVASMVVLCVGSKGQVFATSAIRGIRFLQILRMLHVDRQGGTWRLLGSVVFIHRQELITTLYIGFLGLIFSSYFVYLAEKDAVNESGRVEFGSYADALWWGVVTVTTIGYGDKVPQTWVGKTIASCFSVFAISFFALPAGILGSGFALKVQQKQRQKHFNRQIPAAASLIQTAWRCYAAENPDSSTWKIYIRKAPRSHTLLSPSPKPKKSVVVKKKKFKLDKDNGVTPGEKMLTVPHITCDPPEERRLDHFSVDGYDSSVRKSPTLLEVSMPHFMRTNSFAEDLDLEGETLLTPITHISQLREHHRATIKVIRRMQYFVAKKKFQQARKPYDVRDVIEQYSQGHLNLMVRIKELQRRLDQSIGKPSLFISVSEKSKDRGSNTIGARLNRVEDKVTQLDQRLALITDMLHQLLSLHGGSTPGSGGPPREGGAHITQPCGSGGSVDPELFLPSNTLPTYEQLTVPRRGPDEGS
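Doses: Single concentration per compound, DMSO matched to controls | Test system: KCNQ1-transfected CHO-K1 cells | Timing: 90 min dye loading and 20 min compound exposure, both at room temperature | Measured by: Kinetic FluxOR thallium fluorescence, 10-s 1-Hz baseline, 110-s post-stimulus read | Medium: Assay buffer with matched DMSO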
PolyA inhibitor: polyadenylation inhibitors in yeast reporter cells, primary screen, luminescence, S. cerevisiae. S. cerevisiae SKY197-pL101 polyadenylation reporter, beta-gal luminescence; efflux-impaired pdr1/pdr3 knockout yeast; score 100 = 6 SD above DMSO. calls only at 12 µM. 0.02% of 300,000 active;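 active = lowest replicate activity score at least 50, where 100 means six control SD above control mean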;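 note: yeast exposed to compound for 9 h at 30 °C; higher score means more reporter readthrough which indicates perturbed polyadenylation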
Platelet DG rel: inhibitors of platelet dense granule secretion, primary screen, cell-based, MLPCN, human platelets; 0.22% of 300,000 active; AID 1663, 2009; human platelet-rich plasma, SFLLRN dense granule ATP release, luminescence; inhibition, %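 (compounds screened at 7.5 µM in platelet-rich plasma)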;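 active = mean replicate score, as percent of positive control, at or above 50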
TRPC4 block: inhibitors of mouse TRPC4 channel, primary screen, Fluo4 calcium, HEK293 TRPC4beta/mu-opioid cells | Short transient receptor potential channel 4 (Mus musculus), Q9QUQ5 | DAMGO-evoked Fluo4 calcium flux; hits give low values | B-score at 10 µM | 0.39% of 300,000 active;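 active = B-score over 3 SD under the library average, no early fluorescence shift, positive overall ratio signal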
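Assay system: Stable TRPC4beta/mu-opioid receptor HEK293 cells | Reagent: DAMGO in two steps, submaximal then maximal | Compound dosing: Single concentration per test compound | Signal: Fluo4 Ca2+ flux fluorescence | Evaluation: Per-well B score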
KCNK3 inh: human KCNK3 channel inhibitors, primary screen, CHO cells, FluxOR thallium flux, B-score; AID 602410, 2012; 0.84% of 340,000 active; FluxOR fluorescence; hits give low values; B-score at 10 µM;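 active = B-score under library mean minus 4 SD, starting fluorescence ratio at most library mean plus 5 SD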;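 note: more negative B-score means stronger inhibition of thallium flux through KCNK3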
TRPC4 act: activators of mouse TRPC4 channel, primary screen, Fluo4 calcium, HEK293 TRPC4beta/mu-opioid cells; Short transient receptor potential channel 4 (Mus musculus), Q9QUQ5; Fluo4 calcium fluorescence; hits give high values; B-score at 10 µM; 0.49% of 310,000 active;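 active = B-score above 5 SD of library B-scores, and initial fluorescence ratio not above library mean plus 5 SD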;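 note: positive B-score marks a calcium rise read as TRPC4 activation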
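Material: HEK293 stable line with TRPC4beta plus mu-opioid receptor; technique: Fluo4 calcium-sensitive dye fluorescence, kinetic, 1 Hz baseline; timing: Fluo4 dye loading 45 min at room temperature, 110 s recording; controls: assay buffer as low control, maximal DAMGO as high control; read-out: integrated baseline-normalised fluorescence ratio, converted to per-well B score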
KCNK9 block: KCNK9 potassium channel inhibitors, primary screen, HEK293 cells, thallium flux; FluxOR thallium flux fluorescence; hits give low values; B-score at 10 µM; 1.2% of 310,000 active;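 active = ratio B-score over 3 SD below the library mean, with starting fluorescence within 5 SD of its mean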;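 note: negative B-score means less thallium flux so channel inhibition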
Target sequence (Q9NPC2 whole entry, looked up): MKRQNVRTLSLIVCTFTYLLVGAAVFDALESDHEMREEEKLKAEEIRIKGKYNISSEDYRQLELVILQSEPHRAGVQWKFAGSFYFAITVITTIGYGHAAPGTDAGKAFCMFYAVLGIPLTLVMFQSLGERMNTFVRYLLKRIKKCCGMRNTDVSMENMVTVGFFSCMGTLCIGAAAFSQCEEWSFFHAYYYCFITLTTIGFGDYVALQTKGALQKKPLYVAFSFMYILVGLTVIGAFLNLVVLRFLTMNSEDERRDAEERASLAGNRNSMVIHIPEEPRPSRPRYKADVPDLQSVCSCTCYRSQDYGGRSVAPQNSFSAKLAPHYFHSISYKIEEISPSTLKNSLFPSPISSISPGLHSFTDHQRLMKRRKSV
TRPC4 potent: positive allosteric modulators of TRPC4, primary screen, cell-based, mouse TRPC4beta, HEK293 mu-opioid, Fluo-4 calcium. B-score at 10 µM. 0.42% of 310,000 active. DAMGO EC20, Fluo-4 Ca2+ flux; hits give high values. Short transient receptor potential channel 4 (Mus musculus), Q9QUQ5. AID 2227, 2009;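 active = B-score of calcium response area above 5 SD of library B-scores, with initial fluorescence ratio within 5 SD of library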;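 note: B-score of integrated fluorescence ratio over time as area under calcium response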
Dyrk1A ADPGlo: rat Dyrk1A kinase inhibitors, primary screen, biochemical, single point, plate reader; Dual specificity tyrosine-phosphorylation-regulated kinase 1A (Rattus norvegicus), Q63470; ADP-Glo luminescence, NFATc1 peptide; inhibition, % at 12.5 µM; 0.43% of 310,000 active; AID 504441, 2011; in the data active = inhibition above about 50%;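 note: plate controls were vehicle with enzyme for no effect and no enzyme for full effect; many of its hits are not listed in these tables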
hERG protect: hERG rescue from dofetilide block, primary screen, cell-based, CHO-hERG, FluxOR thallium flux, dofetilide IC70 | 0.51% of 310,000 active | dofetilide IC70 present | activation (rescue from dofetilide block), less the hit threshold, % at 10 µM | Voltage-gated inwardly rectifying potassium channel KCNH2 (Homo sapiens), Q12809;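 active = activation above the mean of controls blocked by dofetilide plus 5 SD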;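 note: thallium influx through hERG after potassium depolarization seen as dye fluorescence rise; in these data hits start at about 4.7%; inactives centre near -7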
KCNQ1 block: inhibitors of human KCNQ1 channel, primary screen, cell-based, thallium flux, high-throughput. CHO-K1 KCNQ1, FluxOR thallium flux fluorescence; hits give high values. B-score at 10 µM. 1.3% of 310,000 active. AID 2642, 2010;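 active = compounds whose thallium flux B-score, printed positive for inhibition, exceeds three library SD while starting fluorescence stays within three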;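 note: channel opened by potassium depolarization with thallium stimulus after 20 min compound exposure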
* = called active by the depositor. The list is partial; count on the stated rates, not on these rows.

CCOc1ccc(CCNC(=O)C2CCCN(c3nnc(-n4cccc4)s3)C2)cc1OCC (stereo not given) was read as KCNQ1 pot inactive, PolyA inhibitor inactive, Platelet DG rel 12, TRPC4 block inactive, KCNK3 inh inactive, TRPC4 act inactive, KCNK9 block inactive, TRPC4 potent inactive, Dyrk1A ADPGlo 3, hERG protect -11 and KCNQ1 block inactive.
O=C(CN(C(=O)Cn1nnc(-c2ccc(F)cc2)n1)c1ccc(F)c(Cl)c1)NCC1CCCO1 (stereo not given) was read as KCNQ1 pot inactive, PolyA inhibitor inactive, Platelet DG rel 3, TRPC4 block inactive, KCNK3 inh inactive, TRPC4 act inactive, KCNK9 block inactive, TRPC4 potent inactive, Dyrk1A ADPGlo 3, hERG protect -11 and KCNQ1 block inactive.
`CCOC(=O)/C(C#N)=C/Nc1cc(OC)ccc1OC` gave KCNQ1 pot inactive, PolyA inhibitor inactive, Platelet DG rel -5, TRPC4 block inactive, KCNK3 inh inactive, TRPC4 act inactive, KCNK9 block inactive, TRPC4 potent inactive, Dyrk1A ADPGlo 0, hERG protect -3 and KCNQ1 block inactive.
CN(Cc1ccccc1)c1nnc(N)s1 was read as KCNQ1 pot inactive, PolyA inhibitor inactive, Platelet DG rel 4, TRPC4 block inactive, KCNK3 inh inactive, TRPC4 act inactive, KCNK9 block inactive, TRPC4 potent inactive, Dyrk1A ADPGlo 7, hERG protect -7 and KCNQ1 block inactive.
For COc1ccc(-c2nnc(-c3cccnc3)o2)cc1OC the results were KCNQ1 pot inactive, PolyA inhibitor inactive, Platelet DG rel -2, TRPC4 block inactive, KCNK3 inh inactive, TRPC4 act inactive, KCNK9 block inactive, TRPC4 potent inactive, Dyrk1A ADPGlo 10, hERG protect -10 and KCNQ1 block inactive.
For Fc1ccc2[nH]c3c(N4CCN(C5CCCCC5)CC4)ncnc3c2c1 the results were KCNQ1 pot inactive, PolyA inhibitor inactive, Platelet DG rel 19, TRPC4 block inactive, TRPC4 act inactive, KCNK9 block inactive, TRPC4 potent inactive, hERG protect -14 and KCNQ1 block inactive.
Cc1ccccc1-c1nc(CN2CCC(C(=O)NCC3CCCO3)CC2)c(C)o1 (stereo not given) was read as KCNQ1 pot inactive, PolyA inhibitor inactive, Platelet DG rel 1, TRPC4 block inactive, KCNK3 inh inactive, TRPC4 act inactive, KCNK9 block inactive, TRPC4 potent inactive, Dyrk1A ADPGlo -7, hERG protect -8 and KCNQ1 block inactive.
Screening Cc1ccc(-n2nnc3c(=O)n(Cc4cccc(C)c4)cnc32)cc1 returned KCNQ1 pot inactive, PolyA inhibitor inactive, Platelet DG rel 17, TRPC4 block inactive, KCNK3 inh inactive, TRPC4 act inactive, KCNK9 block inactive, TRPC4 potent inactive, Dyrk1A ADPGlo 0, hERG protect -10 and KCNQ1 block inactive.
Cn1c(SCC(=O)NC(C)(C)C)nnc1-c1ccc(C(C)(C)C)cc1 was read as KCNQ1 pot inactive, PolyA inhibitor inactive, Platelet DG rel -8, TRPC4 block inactive, KCNK3 inh inactive, TRPC4 act inactive, KCNK9 block inactive, TRPC4 potent inactive, Dyrk1A ADPGlo -3, hERG protect -6 and KCNQ1 block inactive.
Screening CCN1CCN(c2nc(-c3cccnc3)nc3ccccc23)CC1 returned KCNQ1 pot inactive, PolyA inhibitor inactive, Platelet DG rel -3, TRPC4 block inactive, KCNK3 inh inactive, TRPC4 act inactive, KCNK9 block inactive, TRPC4 potent inactive, hERG protect -7 and KCNQ1 block inactive.
For Brc1ccc(OCCCN2CCOCC2)cc1 the results were KCNQ1 pot inactive, PolyA inhibitor inactive, Platelet DG rel 10, TRPC4 block inactive, KCNK3 inh inactive, TRPC4 act inactive, KCNK9 block inactive, TRPC4 potent inactive, Dyrk1A ADPGlo -3, hERG protect 0 and KCNQ1 block inactive.
`CCC(=O)N1CCCc2cc(S(=O)(=O)N3CCC(N4CCCCC4)CC3)ccc21` gave KCNQ1 pot inactive, PolyA inhibitor inactive, Platelet DG rel -2, TRPC4 block inactive, KCNK3 inh inactive, TRPC4 act inactive, KCNK9 block inactive, TRPC4 potent inactive, Dyrk1A ADPGlo -5, hERG protect -5 and KCNQ1 block inactive.
Screening O=C(NCc1ccccc1OC(F)(F)F)C1CCC(=O)N(CCc2ccccn2)C1 (stereo not given) returned KCNQ1 pot inactive, PolyA inhibitor inactive, Platelet DG rel -13, TRPC4 block inactive, KCNK3 inh inactive, TRPC4 act inactive, KCNK9 block inactive, TRPC4 potent inactive, Dyrk1A ADPGlo -2, hERG protect -4 and KCNQ1 block inactive.
Cc1ccc(CCC(=O)Nc2ccc(C)c(C)c2)o1 was read as KCNQ1 pot inactive, PolyA inhibitor inactive, Platelet DG rel -4, TRPC4 block inactive, KCNK3 inh inactive, TRPC4 act inactive, KCNK9 block inactive, TRPC4 potent inactive, Dyrk1A ADPGlo -3, hERG protect 0 and KCNQ1 block inactive.
`O=S1(=O)N=C(SCCO)c2ccccc21` gave KCNQ1 pot inactive, PolyA inhibitor inactive, Platelet DG rel 10, TRPC4 block inactive, KCNK3 inh inactive, TRPC4 act inactive, KCNK9 block inactive, TRPC4 potent inactive, Dyrk1A ADPGlo 7, hERG protect -12 and KCNQ1 block inactive.
Screening CCC(C)(C)NC(=O)C(c1cccn1C)N(Cc1ccccc1)C(=O)Cn1nnc2ccccc21 (stereo not given) returned KCNQ1 pot inactive, PolyA inhibitor inactive, Platelet DG rel -8, TRPC4 block inactive, KCNK3 inh inactive, TRPC4 act inactive, KCNK9 block inactive, TRPC4 potent inactive, Dyrk1A ADPGlo -4, hERG protect -7 and KCNQ1 block inactive.
For CC(=O)n1c2c(c3ccccc31)OC(N)=C(C#N)C2c1cccc(Cl)c1Cl (stereo not given) the results were KCNQ1 pot inactive, PolyA inhibitor inactive, Platelet DG rel -8, TRPC4 block inactive, KCNK3 inh inactive, TRPC4 act inactive, KCNK9 block inactive, TRPC4 potent inactive, Dyrk1A ADPGlo 2, hERG protect -12 and KCNQ1 block inactive.
COc1ccccc1C1C(C(C)=O)=C(O)C(=O)N1CCc1ccccc1 (stereo not given) was read as KCNQ1 pot inactive, PolyA inhibitor inactive, Platelet DG rel 1, TRPC4 block inactive, KCNK3 inh inactive, TRPC4 act inactive, KCNK9 block inactive, TRPC4 potent inactive, Dyrk1A ADPGlo 15, hERG protect -8 and KCNQ1 block inactive.
For Cc1ccc(S(=O)(=O)NCC(=O)N(CC2CCCO2)C(C(=O)NCC2CCCO2)C(C)C)cc1 (stereo not given) the results were KCNQ1 pot inactive, PolyA inhibitor inactive, Platelet DG rel -1, TRPC4 block inactive, KCNK3 inh inactive, TRPC4 act inactive, KCNK9 block inactive, TRPC4 potent inactive, Dyrk1A ADPGlo -7, hERG protect -4 and KCNQ1 block inactive.
`OCCNc1ccc(Cl)cc1` gave KCNQ1 pot inactive, PolyA inhibitor inactive, Platelet DG rel -6, TRPC4 block inactive, KCNK3 inh inactive, TRPC4 act inactive, KCNK9 block inactive, TRPC4 potent inactive, Dyrk1A ADPGlo 8, hERG protect -6 and KCNQ1 block inactive.
Screening Cc1ccc(OCC(=O)Nc2ccc(Cl)cc2)c(-n2nc3ccccc3n2)c1 returned KCNQ1 pot inactive, PolyA inhibitor inactive, Platelet DG rel 0, TRPC4 block inactive, KCNK3 inh inactive, TRPC4 act inactive, KCNK9 block inactive, TRPC4 potent inactive, Dyrk1A ADPGlo 0, hERG protect -8 and KCNQ1 block inactive.
COc1cc2c(cc1OC)C(C)N(S(=O)(=O)c1cccs1)CC2 (stereo not given) was read as KCNQ1 pot inactive, PolyA inhibitor inactive, Platelet DG rel 3, TRPC4 block inactive, KCNK3 inh inactive, TRPC4 act inactive, KCNK9 block inactive, TRPC4 potent inactive, Dyrk1A ADPGlo -2, hERG protect -11 and KCNQ1 block inactive.
Screening CC(=O)C(=[N+]=[N-])C(=O)NCc1ccccc1 returned KCNQ1 pot inactive, PolyA inhibitor inactive, Platelet DG rel 0, TRPC4 block inactive, KCNK3 inh inactive, TRPC4 act inactive, KCNK9 block inactive, TRPC4 potent inactive, Dyrk1A ADPGlo -4, hERG protect -3 and KCNQ1 block inactive.
`O=C(N/N=C/c1c[nH]c2ccccc12)c1cccs1` gave KCNQ1 pot inactive, PolyA inhibitor inactive, Platelet DG rel 5, TRPC4 block inactive, KCNK3 inh inactive, TRPC4 act inactive, KCNK9 block inactive, TRPC4 potent inactive, hERG protect -1 and KCNQ1 block inactive.
`COc1cc([N+](=O)[O-])ccc1NC(=O)Nc1nc2c(s1)CCCC2` gave KCNQ1 pot inactive, PolyA inhibitor inactive, Platelet DG rel 4, TRPC4 block inactive, KCNK3 inh inactive, TRPC4 act inactive, KCNK9 block inactive, TRPC4 potent inactive, Dyrk1A ADPGlo -2, hERG protect -9 and KCNQ1 block inactive.
For O=S(=O)(O)c1cnccc1Nc1cccc(C(F)(F)F)c1 the results were KCNQ1 pot inactive, PolyA inhibitor inactive, Platelet DG rel 0, TRPC4 block inactive, KCNK3 inh inactive, TRPC4 act inactive, KCNK9 block inactive, TRPC4 potent inactive, Dyrk1A ADPGlo 7, hERG protect -7 and KCNQ1 block inactive.
For O=C(CNc1cc(S(=O)(=O)N2CCCC2)ccc1OCC(F)(F)F)Nc1ccc(SC(F)F)cc1 the results were KCNQ1 pot inactive, PolyA inhibitor inactive, Platelet DG rel 0, TRPC4 block inactive, KCNK3 inh inactive, TRPC4 act inactive, KCNK9 block inactive, TRPC4 potent inactive, Dyrk1A ADPGlo 2, hERG protect -3 and KCNQ1 block inactive.
`O=C1N(Cc2ccccc2)CCCC12CCCN(Cc1ccccc1)C2=O` gave KCNQ1 pot inactive, PolyA inhibitor inactive, Platelet DG rel 5, TRPC4 block inactive, KCNK3 inh inactive, TRPC4 act inactive, KCNK9 block inactive, TRPC4 potent inactive, Dyrk1A ADPGlo 3, hERG protect -9 and KCNQ1 block inactive.
